EPAC2 antag – qHTS for Antagonist of cAMP-regulated guanine nucleotide exchange factor 2 (EPAC2): primary screen; Potency, µM (series often up to 114 µM), for inactives: top-dose activity, negative = inhibition, hits mostly inhibitors; EPAC2 GEF exchange of Rap1B-BODIPY-GDP, fluorescence; AID 720708, 2013; Rap guanine nucleotide exchange factor 4 (Homo sapiens), Q8WZA2; 360,000 tested, 0.18% active; further: potency means the concentration at half of the fitted maximal effect; on the % scale 0 is the no-effect control and ±100 the full control effect; nearly all actives have a fitted effect of over 45% in size; many of its hits are not listed in these tables
EPAC1 ag – qHTS for Agonist of cAMP-regulated guanine nucleotide exchange factor 3 (EPAC1): primary screen; Rap guanine nucleotide exchange factor 3 (Homo sapiens), O95398; Potency, µM (top dose mostly 154 µM), without a hit: top-dose activation, hits mostly activators; 360,000 tested, 0.073% active; EPAC1 agonist qHTS, biochemical assay; response scale: 100% = response to 6.5 mM cAMP; further: potency means the concentration at half of the fitted maximal effect; nearly all actives have a fitted effect of over 60% in size
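Normalized to 6.5 mM cAMP, activity reflects EPAC1-catalysed release of BODIPY-GDP from Rap1B, followed kinetically over 30 min at 480 nm excitation, 540 nm emission. Reaction contained 100 nM EPAC1, 250 nM Rap1B-BODIPY-GDP, 50 uM GDP.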
PI5P4Ka inh – qHTS for Inhibitors of phosphatidylinositol 5-phosphate 4-kinase (PI5P4K). Phosphatidylinositol 5-phosphate 4-kinase type-2 alpha (Homo sapiens), P48426. PI5P4Kalpha enzyme, ADP-Glo luminescence, 60 min; stronger effect = lower value. max response, %. 330,000 tested, 1.2% active. AID 652105, 2013; active means max response of -50% or lower; inconclusive means between -30% and -50%; inactive means -30% or higher; further: value at the top dose of about 77 µM; on the % scale 0 is the no-effect control and ±100 the full control effect
Target sequence (P48426 whole entry, looked up): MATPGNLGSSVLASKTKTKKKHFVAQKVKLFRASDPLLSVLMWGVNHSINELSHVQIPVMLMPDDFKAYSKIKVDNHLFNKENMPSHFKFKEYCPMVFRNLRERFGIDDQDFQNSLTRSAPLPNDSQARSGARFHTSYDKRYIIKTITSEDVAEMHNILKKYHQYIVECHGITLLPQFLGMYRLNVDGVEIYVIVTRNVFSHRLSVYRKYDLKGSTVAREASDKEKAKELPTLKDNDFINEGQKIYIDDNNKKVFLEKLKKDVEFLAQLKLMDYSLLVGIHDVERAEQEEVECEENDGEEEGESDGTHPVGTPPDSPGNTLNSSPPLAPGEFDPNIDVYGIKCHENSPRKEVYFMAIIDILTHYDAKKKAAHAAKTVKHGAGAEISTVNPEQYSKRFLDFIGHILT
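ADP-Glo luminescence end-point read after a 60 min room-temperature kinase reaction of PI5P4Kalpha plus substrate, initiated with ATP at 5 microM final. Buffer: 0.038 M HEPES pH 7.4, EGTA, 0.1% CHAPS, 5% DMSO.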
EPAC1 antagonist – qHTS for Antagonist of cAMP-regulated guanine nucleotide exchange factor 3 (EPAC1): primary screen | EPAC1 GEF assay, Rap1b-BODIPY-GDP exchange fluorescence | Potency, µM (titrated, usually from 115 µM), without a hit: at the highest dose activity change, negative = inhibition, actives largely listed as inhibitors | 360,000 tested, 0.14% active;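 further: potency means the concentration at half of the fitted maximal effect; plate controls were vehicle for no effect and positive control for full effect; nearly all actives have a fitted effect of over 50% in size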
Mm-Cpn inhibitor – Inhibitors of TCP-1 ring complex (TRiC) of Methanococcus maripaludis (MmCpn): qHTS; 330,000 tested, 0.031% active; AID 504842, 2011; Potency, µM (titrated, usually from 76.9 µM), inactives show at the highest dose activity, negative = inhibition, hits mostly inhibitors; Chaperonin Mm-Cpn (Methanococcus maripaludis); purified Mm-Cpn ATPase, ADP Transcreener TR-FRET; further: potency means the concentration at half of the fitted maximal effect; on the % scale 0 is the no-effect control and ±100 the full control effect; nearly all actives have a fitted effect of over 80% in size
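Purified archaeal Mm-CPN (25nM final) preincubated 10 min at 37degC with compound, then 10uM ATP for 30 min at 37degC; ADP measured by HTRF Transcreener TR-FRET; buffer 30 mM TRIS pH 7.4, 100mM KCl, 5mM MgCl2, 1mM DTT.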
WRN helicase inh – qHTS for Inhibitors of WRN Helicase | WRN helicase unwinding, fluorescent forked duplex, kinetic | 360,000 tested, 0.46% active | Potency, µM (highest dose often 114 µM), for the others: top-dose activity change, negative = inhibition, usual class: inhibitors; further: potency means the concentration at half of the fitted maximal effect; on the % scale 0 is the no-effect control and ±100 the full control effect; nearly all actives have a fitted effect of over 55% in size
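Primary qHTS, 1536-well format. 20 nM WRN + compound, 15 min RT; start with 100 nM forked fluorophore/quencher duplex, 2 mM ATP (final); kinetic read ex 525/em 598 nm.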
PLK1 PBD inh – qHTS for Inhibitors of PLK1-PDB (polo-like kinase 1 - polo-box domain): Primary Screen. Serine/threonine-protein kinase PLK1 (Homo sapiens), P53350. Plk1 PBD binding of FITC phosphopeptide, fluorescence polarization. Potency, µM, without a hit: max response, negative = inhibition, hits mostly inhibitors. 360,000 tested, 2.8% active; further: potency means the concentration at half of the fitted maximal effect; series mostly up to about 57 µM; on the % scale 0 is the no-effect control and ±100 the full control effect; nearly all actives have a fitted effect of over 65% in size
Target sequence (P53350 whole entry, looked up, the tested form may be a part): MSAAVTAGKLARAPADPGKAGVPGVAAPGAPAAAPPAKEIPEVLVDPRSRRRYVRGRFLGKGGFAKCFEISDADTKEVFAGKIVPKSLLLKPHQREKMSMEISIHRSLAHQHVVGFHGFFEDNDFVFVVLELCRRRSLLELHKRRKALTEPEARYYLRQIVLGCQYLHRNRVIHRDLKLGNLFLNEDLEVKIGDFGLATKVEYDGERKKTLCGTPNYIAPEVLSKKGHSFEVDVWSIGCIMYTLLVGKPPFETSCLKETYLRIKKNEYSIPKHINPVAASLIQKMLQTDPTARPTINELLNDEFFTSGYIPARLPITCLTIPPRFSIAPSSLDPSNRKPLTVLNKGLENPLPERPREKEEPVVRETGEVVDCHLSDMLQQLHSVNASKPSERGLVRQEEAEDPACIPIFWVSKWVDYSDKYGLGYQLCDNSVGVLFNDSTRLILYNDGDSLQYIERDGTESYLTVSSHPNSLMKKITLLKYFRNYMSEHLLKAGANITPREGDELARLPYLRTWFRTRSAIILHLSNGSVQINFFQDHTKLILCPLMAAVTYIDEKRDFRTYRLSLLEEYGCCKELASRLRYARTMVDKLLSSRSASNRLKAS
CCT modulator – High-Throughput Screening for Modulators of Cytosolic Chaperonin Activity. AID 651819, 2012. 360,000 tested, 0.3% active. purified chaperonin ATPase assay, HTRF ADP detection, 30 min. activity change, % (concentration not given with the values), hits read low; in the data active means activity change below about -30%; further: on the % scale 0 is the no-effect control and ±100 the full control effect
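We incubate TRiC, 40 or 20 nM final, with library compounds at 76 uM and 10 uM ATP for 30 min at 37 °C. ADP formed is detected with Transcreener HTRF reagents after 30 min at room temperature.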
Numbers without * were called inactive; u = inconclusive; x = no result given; [ ] = remark or other dose. Unless noted, the call rests on the fitted dose curve; in most records, active means well fitted curve in the direction sought with a large enough effect; inconclusive means small, poorly fitted or top-dose-only effect, or another doubt; inactive means no such curve, though single readings can be large; an effect the other way counts as inactive or inconclusive. A portion of the library. The share of hits here may be higher or lower than overall.

molecule,EPAC2 antag,EPAC1 ag,PI5P4Ka inh,EPAC1 antagonist,Mm-Cpn inhibitor,WRN helicase inh,PLK1 PBD inh,CCT modulator
O=C1NCN(c2ccccc2)C12CCN(C(c1ccccc1)c1nnnn1-c1ccc3c(c1)OCCO3)CC2 (centres undefined),0%,5%,0,-18%,x,-13%,-6%,0.0
COc1ccccc1N1CCN(Cc2ccc(F)cc2)CC1,18%,-3%,3,6%,0%,-3%,0%,-2.7
c1ccc2c(N3CCNCC3)cccc2c1,6%,-21%,23,17%,x,1%,-7%,0.4
CCOc1ccc(/C=C2/C(=O)NC(=O)N(CCc3ccc(F)cc3)C2=O)cc1,-13%,-2%,-55*,-5%,1%,-18%,2.7µM*,0.0
CCC(=O)c1ccc(OCC(=O)N2CCN(CC(=O)Nc3ccccc3C(F)(F)F)CC2)cc1,1%,6%,0,0%,-1%,3%,4%,-0.7
O=c1c2ccccc2nc(-c2ccccc2)n1-c1ccccc1O,-7%,1%,-1,-4%,1%,2%,-2%,2.3
Cc1c(NP(=S)(C(C)(C)C)C(C)(C)C)c(=O)n(-c2ccccc2)n1C,-7%,8%,0,13%,-3%,1%,-7%,-0.3
Cc1cccc(C)c1OP(N)(=O)OCC(F)(F)F (centres undefined),4%,-2%,-5,7%,1%,11%,-5%,-3.2
O=c1c2ccccc2nc(-c2cccs2)n1-c1ccccc1,0%[57.1 µM],-6%,-3,18%,-2%,7%,-5%,1.9
COc1ccc(C2C(C#N)=C(N)Oc3c2c(=O)oc2ccccc32)cc1Cn1cc([N+](=O)[O-])cn1 (centres undefined),9%,-1%,u,5%,-1%,-12%,0%,-0.2
Nc1c(C(=O)OC2CCCCC2)c2nc3ccccc3nc2n1CC1CCCO1 (centres undefined),-1%,14%,x,-7%,0%,-2%,0%,-0.5
O/N=C/c1c[nH]c2ccccc12,6%,7%,-3,-12%,3%,-24%,-12%,1.1
CCOC(=O)c1cn2nc(OP(=S)(OCC)OCC)cc2nc1C,-9%,-13%,3,u,-3%,-31%,-19%,-3.9
CCOc1cc(C=C2C(=O)NC(=S)NC2=O)ccc1O,7%,13%,-77*,16%,x,50µM*,6µM*,-0.5
O=S(=O)(c1cccc2ccccc12)N1Cc2ccccc2-n2nncc2C1,u,11%,8,-27%,x,-12%,-1%,-0.4
O=C(Nc1ccc2ccccc2c1)N1C[C@H]2C[C@@H](C1)c1cccc(=O)n1C2,3%,-5%,2,10%,-1%,4%,-2%,-14
COCCCNC(=O)c1c(NC(=O)c2ccccc2)n(Cc2ccccc2)c2nc3ccccc3nc12,-1%,13%,x,-3%,x,9%,-5%,-3.3
CN1CN=C(N[N+](=O)[O-])N(Cc2ccco2)C1,-1%,-6%,-6,-13%,0%,5%,-3%,-2.7
COc1ccc(C(C)=O)cc1CC(C(=O)c1ccc(C)cc1)N(C)C (centres undefined),2%,7%,-6,7%,-1%,-13%,-19%,-1.9
N=C1c2ccccc2CN1c1cccc([N+](=O)[O-])c1,2%,5%,4,1%,-2%,-6%,-4%,0.0
O=C1NC(=O)C2(CCN(c3ccccc3)CC2)C(=O)N1,0%,-5%,1,2%,x,0%,0%,0.2
COc1ccc(OC)c(N2C(=O)NC(=O)C3(Cc4cc(C)ccc4N(C)C3)C2=O)c1 (centres undefined),-8%,10%,1,3%,-1%,-13%,-9%,-1.0
COCCN1C(=O)NC(=O)/C(=C\c2ccc(F)cc2)C1=O,2%,-5%,-24,7%,2%,8%,13µM*,1.3
C[C@]12CCC(=O)C=C1CCC1C2CC[C@@]2(C)C1CC[C@]2(C)O (some centres undefined),-11%,12%,0,5%,1%,-2%,u,-1.1
CC1=CC(c2ccccc2)NC(=S)N1 (centres undefined),-3%,2%,5,10%,-1%,u,u,-3.7
C/C(=N\NC(=O)c1ccccc1Cl)c1c(O)n(C2CCCCC2)c(=O)[nH]c1=O,-4%,7%,u,3%,1%,-9%,-7%,-1.8
CN(C)c1ccc(C(=O)c2ccc(N(C)C)cc2)cc1,1%,10%,x,-14%,-5%,0%,-6%,-0.5
Cc1cccc(OCC(=O)N2CCN(Cc3ccncc3)CC2)c1,8%,-5%,-8,15%,1%,-6%,2%,2.7
CC(=NCc1cccnc1)c1c(O)n(-c2ccccc2C)c(=O)[nH]c1=O,12%,-2%,x,0%,-1%,10%,0%,0.0
C[C@]12CCC3C(CC[C@H]4C[C@H](O)CC[C@]34C)C1C[C@H](O)[C@@H]2O (some centres undefined),15%,-5%,8,7%,0%,-9%,-10%,1.7

Just EPAC1 ag and EPAC2 antag, for two of the compounds above:
SMILES	EPAC1 ag	EPAC2 antag
COc1ccc(OC)c(N2C(=O)NC(=O)C3(Cc4cc(C)ccc4N(C)C3)C2=O)c1 (centres undefined)	10%	-8%
C/C(=N\NC(=O)c1ccccc1Cl)c1c(O)n(C2CCCCC2)c(=O)[nH]c1=O	7%	-4%

Next compounds follow:
molecule,EPAC2 antag,EPAC1 ag,PI5P4Ka inh,EPAC1 antagonist,Mm-Cpn inhibitor,WRN helicase inh,PLK1 PBD inh,CCT modulator
CC(C)c1ccc(-n2c(O)c(C=NCCN3CCNCC3)c(=O)[nH]c2=S)cc1,-14%,-8%,5,-2%,0%,0%,-3%,-0.1
C=CCN1C[C@@H](C)N(C(c2ccc(C(=O)N(CC)CC)cc2)c2cccc(OC)c2)C[C@@H]1C (some centres undefined),9%,-9%,2,1%,-1%,-3%,1%,0.1
CNC(=O)Oc1ccccc1C1CCCCC1,-6%,7%,-1,-12%,x,12%,-12%,-0.9
C[C@]12CCC3C(CC[C@H]4[C@@H](O)[C@H](O)CC[C@]34C)C1CCC2=O (some centres undefined),1%,-3%,-3,-1%,x,9%,-3%,-0.9
CN1CN(c2ccccc2)C2(CCN(CCCSc3ccccc3NC(=O)/C=C/c3ccccc3)CC2)C1=O,5%,9%,-6,-25%,x,2%,1%,-1.2
CCC1(C)CC(CCNCc2ccc(N(C)C)cc2)(c2ccc(F)cc2)CCO1 (centres undefined),-26%,-6%,-2,-7%,3%,1%,-2%,-0.3
CCOC(=O)C1CCCCC12C(C#N)=C(N)Oc1n[nH]c(C)c12 (centres undefined),-1%,7%,0,-11%,-1%,-9%,-13%,-1.1
CCCCCn1c(=O)c(C(=O)Nc2nc(CC(=O)OCC)cs2)c(O)c2ccccc21,-1%,-1%,15,-6%,2%,4%,-1%,0.6
NCC(O)c1cc(O)c(O)cc1F (centres undefined),5%,8%,0,-3%,-2%,4%,1%,0.7
COC(=O)C1=C(c2cccc(OCc3ccccc3)c2)C[C@@H]2CC[C@H]1N2C(=O)NCc1ccc(Cl)cc1,-3%,-4%,3,-4%,2%,-9%,1%,-1.3
Cc1ccccc1-n1c(C)nc2sccc2c1=O,-1%,3%,1,9%,1%,-4%,-4%,-5.8
CSc1ccc(CNC2CN3CCC2CC3)cc1 (centres undefined),10%,6%,x,-2%,0%,-2%,-1%,0.3
CCCCc1ccc(NC2=NCCCS2)cc1,-3%,5%,0,-10%,0%,-12%,-4%,-0.6
CC/C(=N\N1CCN(C)CC1)c1c(O)[nH]c(=O)[nH]c1=O,14%,-11%,0,2%,0%,5%,-10%,1.7
COC(=O)C1=C(c2ccc3ccccc3c2)C[C@@H]2CC[C@H]1N2C(=O)NCCO,1%,1%,0,-1%,1%,8%,-13%,-0.9
CCOC(=O)[C@]12Cc3ccccc3[C@H]1N(C(C)C)C(=O)c1cc(OC)ccc12,u,-6%,-1,8%,x,-4%,7.5µM*,0.9
CCOc1cccc(CNC2CN3CCC2CC3)c1 (centres undefined),0%,9%,x,-13%,0%,-10%,-8%,-2.5
COc1ccc(C2N(c3cc(C)on3)C(=O)C3CCCN32)cc1 (centres undefined),5%,-11%,-8,-13%,-1%,-15%,-13%,-1.4
Nc1ccc(CCN2CCCC2)cc1,19%,12%,-4,12%,-1%,2%,3%,0.5
CN1CCN(Cc2ccc3ccccc3c2)CC1,16%,-1%,-5,-19%,-3%,7%,-5%,-6.7
COc1ccc2c(C)c(CC(=O)N3C[C@H]4C[C@@H](C3)c3cccc(=O)n3C4)c(=O)oc2c1,-4%,-20%,3,-22%,-2%,10%,-2%,0.5
CCC1(CCC(C)C)C(=O)NC(=S)NC1=O,-20%,4%,-2,3%,x,-31%,-5%,1.0
Fc1ccc(C2NCCc3[nH]cnc32)cc1 (centres undefined),-3%,1%,-5,3%,-1%,0%,-10%,-2.2
COc1ccc(CCn2c(O)c(C=NCCCn3ccnc3)c(=O)[nH]c2=O)cc1OC,-5%[57.1 µM],12%,5,-1%,-1%,7%,-4%,0.4
Cc1ccccc1NC1=NCC(C)S1 (centres undefined),2%,0%,x,11%,0%,1%,0%,-0.8
COc1cc(C)cc(CN2CC=C(c3ccccc3)CC2)c1O,-16%,0%,13,-11%,0%,-2%,-12%,-3.9
